CHRM5 antagonist = human M5 muscarinic receptor antagonists, primary screen, CHO cells, Fluo-8 calcium fluorescence | Muscarinic acetylcholine receptor M5 (Homo sapiens), P08912 | CHO-hM5 cells, ACh EC80 | inhibition, % at 3 µM | 360,000 compounds, 0.59% hits | AID 624040, 2012;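 active = inhibition above a per-plate cutoff, the mean of that plate's test compounds plus 3 SD, cut at about 27% in these data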;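 note: 0% = acetylcholine EC80 with DMSO and 100% = DMSO without agonist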
M1 PAM = human M1 muscarinic receptor positive allosteric modulators, primary screen, CHO-K1 cells, Fluo-8 calcium fluorescence, 1536-well; Muscarinic acetylcholine receptor M1 (Homo sapiens), P11229; CHO-K1 hM1, ACh EC20; 0% = ACh EC20, 100% = maximal ACh; activation, % at 3 µM; 360,000 compounds, 0.088% hits; in the data active = activation above about 19%, passing the limit was not always enough
Target sequence (P11229 whole entry, looked up): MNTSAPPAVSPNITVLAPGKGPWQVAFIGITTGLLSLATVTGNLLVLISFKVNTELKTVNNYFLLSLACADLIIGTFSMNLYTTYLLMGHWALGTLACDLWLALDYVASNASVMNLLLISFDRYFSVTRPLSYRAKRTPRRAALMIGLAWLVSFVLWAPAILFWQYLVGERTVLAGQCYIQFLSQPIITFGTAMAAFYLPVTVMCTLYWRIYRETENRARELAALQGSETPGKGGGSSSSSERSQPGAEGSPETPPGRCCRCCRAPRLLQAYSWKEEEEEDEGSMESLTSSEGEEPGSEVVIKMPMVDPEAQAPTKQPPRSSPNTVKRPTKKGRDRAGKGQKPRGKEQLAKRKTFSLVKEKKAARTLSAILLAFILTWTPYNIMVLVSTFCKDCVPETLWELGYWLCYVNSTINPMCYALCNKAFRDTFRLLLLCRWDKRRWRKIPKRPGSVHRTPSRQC
TAAR1 ag = human TAAR1 agonists, primary screen, Fluo-8 calcium fluorescence, CHO RD-HGA16 cells; Trace amine-associated receptor 1 (Homo sapiens), Q96RJ0; vehicle wells 0%, saturating PEA agonist 100%; activation, % at 3 µM; 360,000 compounds, 0.99% hits; AID 624467, 2012;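 active = activation above the mean activation of all test compounds in the run plus 3 SD, cut at about 38% in these data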
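Benchmarks: low control DMSO, high control PEA (EC100); System: CHO RD-HGA16 cells carrying human TAAR1 plus Gα16; Detection: Fluo-8 fluorescence, 5 s baseline then 140 s kinetic read; Schedule: 17-24 h plating, Fluo-8 75 min 37 °C, 30 min RT; Read-out basis: % activation from peak over basal fluorescence ratio, DMSO-to-PEA scaled.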
M1 ag = human M1 muscarinic receptor agonists, primary screen, Fluo-8 calcium fluorescence, CHO-K1 cells, HTS; 360,000 compounds, 0.33% hits; activation, % at 3 µM; CHO-K1 hM1, agonist mode; 0% DMSO, 100% acetylcholine EC100; Muscarinic acetylcholine receptor M1 (Homo sapiens), P11229;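 active = activation above the run's mean compound activation plus 3 SD, cut at about 16% in these data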;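 note: peak over basal fluorescence ratio within a 140 s kinetic read after compound addition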
M1 antag = human M1 muscarinic receptor antagonists, primary screen, CHO-K1 cells, Fluo-8 calcium fluorescence, 1536-well; Muscarinic acetylcholine receptor M1 (Homo sapiens), P11229; CHO-K1 hM1, ACh EC80 antagonist; inhibition, % at 3 µM; 360,000 compounds, 1.3% hits;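 active = percent inhibition above its own plate's cutoff, namely the mean of that plate's compound wells plus 3 SD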;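 note: peak over basal fluorescence ratio during 140 s after agonist addition; 0% = ACh EC80 plus DMSO and 100% = DMSO alone without agonist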
M4 ag = human M4 muscarinic receptor agonists, primary screen, CHO-K1 cells, Fluo-8 calcium fluorescence | 360,000 compounds, 0.14% hits | CHO-K1 hM4/Gqi5; vehicle 0%, full acetylcholine response 100% | activation, % at 3 µM;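 active = activation above the run mean over all test wells plus 3 SD, cut at about 32% in these data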;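 note: peak over basal fluorescence ratio per well then scaled between controls; 0% = DMSO wells and 100% = acetylcholine at EC100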
Target sequence (P08173 whole entry, looked up): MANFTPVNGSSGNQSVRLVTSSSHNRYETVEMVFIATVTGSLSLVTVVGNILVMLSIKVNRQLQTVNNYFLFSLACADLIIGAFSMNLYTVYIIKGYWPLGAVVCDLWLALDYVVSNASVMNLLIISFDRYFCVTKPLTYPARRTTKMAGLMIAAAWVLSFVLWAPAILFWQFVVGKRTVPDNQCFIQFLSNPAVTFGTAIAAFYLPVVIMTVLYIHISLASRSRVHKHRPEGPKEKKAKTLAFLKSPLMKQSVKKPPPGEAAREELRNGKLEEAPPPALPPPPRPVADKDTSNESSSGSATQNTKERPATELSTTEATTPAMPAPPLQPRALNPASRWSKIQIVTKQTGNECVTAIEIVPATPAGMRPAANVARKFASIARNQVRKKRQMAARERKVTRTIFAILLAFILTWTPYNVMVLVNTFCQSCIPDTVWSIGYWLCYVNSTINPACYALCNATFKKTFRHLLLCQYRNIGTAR
M5 ag = human M5 muscarinic receptor agonists, primary screen, CHO-K1 cells, Fluo-8 calcium fluorescence; 360,000 compounds, 0.19% hits; CHO-K1 hM5 cells; 0% DMSO wells, 100% maximal acetylcholine response; activation, % at 3 µM; Muscarinic acetylcholine receptor M5 (Homo sapiens), P08912;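 active = activation above the run's mean over test compounds plus 3 SD, cut at about 23% in these data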;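 note: signal is peak over basal fluorescence ratio across the kinetic read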
M4 antag = human M4 muscarinic receptor antagonists, primary screen, CHO cells, Fluo-8 calcium fluorescence; CHO-hM4 cells, ACh EC80; inhibition, % at 3 µM; 360,000 compounds, 0.73% hits; AID 624125, 2012;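 active = inhibition above its plate's cutoff, the mean inhibition of sample wells plus 3 SD, cut at about 27% in these data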;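 note: 0% = acetylcholine EC80 with DMSO and 100% = DMSO without agonist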
M5 PAM = human M5 muscarinic receptor positive allosteric modulators, primary screen, CHO-K1 cells, Fluo-8 calcium fluorescence; 360,000 compounds, 0.3% hits; Muscarinic acetylcholine receptor M5 (Homo sapiens), P08912; AID 624038, 2012; activation, % at 3 µM; CHO-K1 hM5, ACh EC20 PAM; 0% = ACh EC20, 100% = ACh EC100;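 active = activation above the run cutoff, the mean activation of all test compounds plus 3 SD, cut at about 18% in these data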
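System: CHO-K1 cell line with stable human muscarinic M5 receptor expression | Also added: EC20 acetylcholine as agonist stimulus | Compound: One concentration, 3 µM final (nominal) | Timing: Fluo-8 loading 80 min at 37 °C plus 30 min room temperature | Measured by: Fluo-8 calcium dye fluorescence, kinetic read | Read-out basis: % activation, ACh-normalized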
* hit, by the source's call; & = joins results of further samples. A portion of the library; rates above refer to the full screens.

`O=C(Nc1ccc2c(c1)OCCO2)C1CCCN(c2ncccn2)C1` (stereo unspecified) gave CHRM5 antagonist 4, M1 PAM 3, TAAR1 ag 16, M1 ag 0, M1 antag -4, M4 ag 1, M5 ag 0, M4 antag 2 and M5 PAM -2.
For CN1CCN(CC(=O)Nc2ccccc2[N+](=O)[O-])CC1 the results were CHRM5 antagonist 12, M1 PAM -4, TAAR1 ag 5, M1 ag -8, M1 antag -3, M4 ag 1, M5 ag -9, M4 antag 12 and M5 PAM -10.
`Clc1nc(NCCN2CCOCC2)nc(NCc2ccccc2)n1` gave CHRM5 antagonist 0, M1 PAM 3, TAAR1 ag 1, M1 ag -9, M1 antag 3, M4 ag 0, M5 ag 0, M4 antag 5 and M5 PAM 6.
Oc1ccccc1C1=NOC(O)(C(F)F)C1 (stereo unspecified) was read as CHRM5 antagonist -1, M1 PAM -1, TAAR1 ag 0, M1 ag 5, M1 antag 8, M4 ag 0, M5 ag -4, M4 antag 0 and M5 PAM -10.
Screening Nc1cc(Br)c(N)c(Br)c1 returned CHRM5 antagonist 12, M1 PAM -5, TAAR1 ag 2, M1 ag -3, M1 antag 7, M4 ag 1, M5 ag -2, M4 antag 21 and M5 PAM -7.
`COC(=O)C[C@H]1CC[C@@H](NC(=O)C2CC2)[C@@H](CO)O1` gave CHRM5 antagonist -5, TAAR1 ag 0, M4 ag 1, M5 ag 2, M4 antag -9 and M5 PAM 5.
For CN1CCN(c2ccccc2NC(=O)c2ccc3c(c2)OCCO3)CC1 the results were CHRM5 antagonist 7, M1 PAM 5, TAAR1 ag -1, M1 ag -12, M1 antag 0, M4 ag 2, M5 ag -5, M4 antag -3 and M5 PAM -2.
Cc1sc(NC(=O)COc2ccccc2)c(C#N)c1C was read as CHRM5 antagonist 2, M1 PAM 6, TAAR1 ag -4, M1 ag -3, M1 antag -13, M4 ag 1, M5 ag -3, M4 antag -7 and M5 PAM 0.
Screening CCCOC(=O)c1c(NC(=O)CCC(=O)O)sc2c1CCCCC2 returned CHRM5 antagonist -6, M1 PAM 9, TAAR1 ag 4, M1 ag -6, M1 antag -5, M4 ag 0, M5 ag 0, M4 antag 0 and M5 PAM 7.
For CCCN(CCC)CCNC(=O)C(NS(=O)(=O)c1ccc2c(c1)CCC(=O)N2)c1ccccc1 (stereo unspecified) the results were CHRM5 antagonist -4, M1 PAM 5, M1 ag -12, M1 antag -4, M4 ag 0, M5 ag -2, M4 antag -3 and M5 PAM 4.
CC(C)(C)c1ccc(S(=O)(=O)NC(=O)C2(C)CCN2C(=O)Cc2ccccc2Cl)cc1 (stereo unspecified) was read as CHRM5 antagonist 0, M1 PAM 13, TAAR1 ag 14, M1 ag 1, M1 antag -13, M4 ag 1, M5 ag 1, M4 antag -10 and M5 PAM 0.
For Cc1ccc(S(=O)(=O)N2CCN(C(=O)c3ccc(-n4cncn4)c([N+](=O)[O-])c3)CC2)cc1C the results were CHRM5 antagonist 6, M1 PAM 8, TAAR1 ag 2, M1 ag -4, M1 antag -9, M4 ag 4, M5 ag -3, M4 antag 0 and M5 PAM -1.
For CCN(CC)CCNC(=O)c1ccc(NC(=O)c2cc(S(=O)(=O)N3CCCCC3)ccc2N2CCOCC2)cc1 the results were CHRM5 antagonist 0, M1 PAM -7, TAAR1 ag 7, M1 ag -8, M1 antag 7, M4 ag 0, M5 ag -11, M4 antag -6 and M5 PAM 6.
`Fc1ccc(CSc2nncn2NC/C=C/c2ccccc2)cc1` gave CHRM5 antagonist -2, M1 PAM 6, TAAR1 ag 8, M1 ag 1, M1 antag -6, M4 ag 3, M5 ag 4, M4 antag -13 and M5 PAM -5.
For COc1ccccc1N(CC(=O)N1CCN(c2ccc(F)cc2)CC1)S(=O)(=O)c1ccc(C)cc1 the results were CHRM5 antagonist -1, M1 PAM 7, TAAR1 ag 3, M1 ag -2, M1 antag -8, M4 ag 1, M5 ag -3, M4 antag -2 and M5 PAM 4.
Screening CC1CCCN(CCCNC(=O)C2CC(=O)N(c3ccc(F)c(Cl)c3)C2)C1 (stereo unspecified) returned CHRM5 antagonist -2, M1 PAM 6, TAAR1 ag 2, M1 ag -9, M1 antag -2, M4 ag -1, M5 ag -4, M4 antag -3 and M5 PAM 3.
`O=C(NCc1cccnc1)Nc1cccc(Cl)c1Cl` gave CHRM5 antagonist 16, M1 PAM 7, TAAR1 ag 3, M1 ag -3, M1 antag 12, M4 ag 1, M5 ag -6, M4 antag -4 and M5 PAM -7.
Screening O=C(c1ccc2nc(Cc3cccc(Cl)c3)oc2c1)N1CCC(CO)CC1 returned CHRM5 antagonist 12, M1 PAM 2, TAAR1 ag 4, M1 ag -2, M1 antag -3, M4 ag 3, M5 ag -1, M4 antag -12 and M5 PAM -8.
O=C1CN(C(=O)COc2ccc(Br)cc2Br)c2ccccc2N1 was read as CHRM5 antagonist -4, M1 PAM 0, TAAR1 ag -1, M1 ag -5, M1 antag -2, M4 ag 3, M5 ag -3, M4 antag 2 and M5 PAM 1.
Cc1ccc(CN2CCCC(CO)(Cc3ccccc3C)C2)s1 (stereo unspecified) was read as CHRM5 antagonist 3, M1 PAM -2, TAAR1 ag 2, M1 ag 1, M1 antag -1, M4 ag 0, M5 ag -12, M4 antag -5 and M5 PAM 0.

Molecules shown so far with a thiophene ring, fused or not:
Cc1sc(NC(=O)COc2ccccc2)c(C#N)c1C was read as CHRM5 antagonist 2, M1 PAM 6, TAAR1 ag -4, M1 ag -3, M1 antag -13, M4 ag 1, M5 ag -3, M4 antag -7 and M5 PAM 0.
Screening CCCOC(=O)c1c(NC(=O)CCC(=O)O)sc2c1CCCCC2 returned CHRM5 antagonist -6, M1 PAM 9, TAAR1 ag 4, M1 ag -6, M1 antag -5, M4 ag 0, M5 ag 0, M4 antag 0 and M5 PAM 7.
Cc1ccc(CN2CCCC(CO)(Cc3ccccc3C)C2)s1 (stereo unspecified) was read as CHRM5 antagonist 3, M1 PAM -2, TAAR1 ag 2, M1 ag 1, M1 antag -1, M4 ag 0, M5 ag -12, M4 antag -5 and M5 PAM 0.

Other records follow:
`O=C(CS(=O)(=O)Cc1ccccc1)NCc1ccc2c(c1)OCO2` gave CHRM5 antagonist 5, M1 PAM 6, TAAR1 ag 5, M1 ag -1, M1 antag -1, M4 ag 2, M5 ag -8, M4 antag -4 and M5 PAM -2.
`Nc1cc(C(F)(F)F)ccc1-n1cccc1` gave CHRM5 antagonist -7, M1 PAM 6, TAAR1 ag -3, M1 ag -9, M1 antag -2, M4 ag 1, M5 ag 2, M4 antag 4 and M5 PAM 3.
Cc1nc(-c2cccc(NC(=O)C(C)Oc3ccccc3)c2)cs1 (stereo unspecified) was read as CHRM5 antagonist 8, M1 PAM 0, TAAR1 ag -1, M1 ag -5, M1 antag 3, M4 ag 5, M5 ag -4, M4 antag -5 and M5 PAM -7.
For CC1(C(=O)NS(=O)(=O)c2ccc(Cl)s2)CCN1C(=O)C1(c2ccccc2)CCCC1 (stereo unspecified) the results were CHRM5 antagonist 4, M1 PAM 14, TAAR1 ag 0, M1 ag -1, M1 antag -7, M4 ag -1, M5 ag -1, M4 antag -7 and M5 PAM -3.
O=C(C=Cc1ccc2c(c1)OCO2)c1ccccc1 was read as CHRM5 antagonist -1, M1 PAM 1, TAAR1 ag 0, M1 ag -2, M1 antag -6, M4 ag 1, M5 ag 2, M4 antag -4 and M5 PAM 0.
Screening Cc1ccc2nc(-c3ccccn3)[nH]c2c1 returned CHRM5 antagonist 8, M1 PAM 1, TAAR1 ag -1, M1 ag -1, M1 antag 1, M4 ag -1, M5 ag -2, M4 antag 1 and M5 PAM 1.
O=C1NCC(O)=C1C=NC12CC3CC(CC(C3)C1)C2 was read as CHRM5 antagonist -4&0, M1 PAM 9&4, TAAR1 ag 15&1, M1 ag 0&-3, M1 antag -13&-7, M4 ag 0&0, M5 ag 3&3, M4 antag 2&-4 and M5 PAM 1&4.
For CCOCCCn1c(=S)[nH]c2cc(C(=O)N3CCN(C)CC3)ccc2c1=O the results were CHRM5 antagonist 5, M1 PAM 9, TAAR1 ag 8, M1 ag -6, M1 antag -4, M4 ag 1, M5 ag 1, M4 antag 4 and M5 PAM -2.
For Cn1nc(-c2ccccc2)c(C(=O)Nc2ccc(Cl)cc2)c1Cl the results were CHRM5 antagonist -4, M1 PAM 9, TAAR1 ag 2, M1 ag -1, M1 antag -10, M4 ag 0, M5 ag -1, M4 antag -7 and M5 PAM 8.
`COc1ccc(OCCOC(=O)c2[nH]c(C)c(C(C)=O)c2C)cc1` gave CHRM5 antagonist 12, M1 PAM -7, TAAR1 ag 6, M1 ag -2, M1 antag 6, M4 ag 13, M5 ag 7, M4 antag 3 and M5 PAM -11.
